PHOSPHO1 block – PubChem AID 1565; hit rate 1.1% among 290,000; recombinant PHOSPHO1, absorbance phosphatase assay; Phosphoethanolamine/phosphocholine phosphatase (Homo sapiens), Q8TCT1; inhibition, % at 13.3 µM; in the data active means inhibition above about 60%
MEKK3 PB1 HTS – modulators of MEKK3-MEK5 PB1 binding, primary screen, biochemical, wildtype MEKK3, multiplex bead flow cytometry, Alexa488-MEK5. bead-based flow cytometry, Alexa488-MEK5 binding to MEKK3; actives lie on both sides; 0 = blocked by unlabeled MEK5, 100 = vehicle. Mitogen-activated protein kinase kinase kinase 3 (Homo sapiens), Q99759. hit rate 1.4% among 290,000. binding response (% of control), % at 10 µM;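 active means binding response more than 3 SD above or below the average of its plate-row segment, actives on both sides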;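 further: Alexa488 bead fluorescence after subtracting the streptavidin-only scavenger bead signal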
Target sequence (Q99759 whole entry, looked up): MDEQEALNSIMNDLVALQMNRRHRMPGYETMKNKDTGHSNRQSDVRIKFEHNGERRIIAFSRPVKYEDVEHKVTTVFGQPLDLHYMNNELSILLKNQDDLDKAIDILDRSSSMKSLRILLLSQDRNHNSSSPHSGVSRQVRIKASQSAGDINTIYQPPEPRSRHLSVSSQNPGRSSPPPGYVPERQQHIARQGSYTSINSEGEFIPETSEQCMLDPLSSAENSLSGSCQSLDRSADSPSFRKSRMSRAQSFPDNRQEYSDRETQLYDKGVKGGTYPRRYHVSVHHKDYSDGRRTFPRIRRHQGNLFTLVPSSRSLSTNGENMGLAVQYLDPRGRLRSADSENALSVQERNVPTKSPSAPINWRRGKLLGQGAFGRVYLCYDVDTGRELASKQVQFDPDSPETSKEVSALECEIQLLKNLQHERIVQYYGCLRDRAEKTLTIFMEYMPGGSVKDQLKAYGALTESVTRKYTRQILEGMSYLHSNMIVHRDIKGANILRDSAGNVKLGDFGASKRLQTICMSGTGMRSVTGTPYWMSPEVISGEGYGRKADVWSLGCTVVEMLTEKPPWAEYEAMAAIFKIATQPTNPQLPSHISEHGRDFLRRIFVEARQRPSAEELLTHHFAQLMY
OXTR agonist – human OXTR agonists, primary screen, fluorescence, CHO-OTR cells, Fluo-8 calcium | Oxytocin receptor (Homo sapiens), P30559 | Fluo-8 calcium fluorescence; normalized: DMSO 0%, oxytocin 100% | activation, % at 3 µM | hit rate 0.32% among 320,000 | AID 2435, 2010;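 active means activation above the mean of all tested compounds plus 3 SD, cutoff set per screening run, cut at about 20% in these data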;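 further: peak over basal fluorescence ratio from a 100 s FLIPR kinetic read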
V1aR counter – agonists of human V1a receptor, primary screen, counter-screen for OXTR agonist project, fluorescence, CHO-V1R cells; Fluo-8 calcium fluorescence, agonist mode; 0% DMSO, 100% 3 nM vasopressin; hit rate 0.25% among 320,000; activation, % at 3 µM; AID 2797, 2010;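 active means activation above the mean activation of all tested compounds plus 3 SD, per screening run, cut at about 20% in these data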;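 further: signal is peak over basal fluorescence ratio across a 100 second FLIPR read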
MEKK2 WT-MEK5 – modulators of MEK5 binding to wildtype MEKK2, primary screen, biochemical, multiplex bead flow cytometry, Alexa488-MEK5; binding response (% of control), % at 10 µM; hit rate 1.1% among 290,000; Alexa488-MEK5 binding to MEKK2 WT; actives lie on both sides; Mitogen-activated protein kinase kinase kinase 2 (Homo sapiens), Q9Y2U5; in the data active means binding response below about 67% or above about 130%
GalR3 antagonist – GalR3 antagonists in HEK293 cells, primary screen, cell-based, fluorescence readout; Galanin receptor type 3 (Homo sapiens), O60755; HEK293 GalR3-CNG cAMP membrane potential fluorescence; galR3 body fused to GalR1 C-terminus; inhibition, % at 3 µM; hit rate 0.44% among 360,000;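 active means inhibition above the screen-wide average plus 3 SD, cut at about 13% in these data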;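 further: forskolin and galanin both at EC90 stimulate the cells; cAMP rise reported by CNG channel membrane potential dye signal; 0% = forskolin plus galanin with DMSO and 100% = forskolin alone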
GPR7 antag – GPR7 receptor antagonists, primary screen, cell-based, fluorescence, single concentration; hit rate 1.1% among 290,000; inhibition, % at 4.4 µM; Neuropeptides B/W receptor type 1 (Homo sapiens), P48145; GPR7-expressing cells, fluorescence antagonist assay; AID 1861, 2009; in the data active means inhibition above about 16%, passing the limit was not always enough;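 further: cells stimulated with the agonist NPW; 0% = agonist with vehicle and 100% = vehicle without agonist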
Target sequence (P48145 whole entry, looked up): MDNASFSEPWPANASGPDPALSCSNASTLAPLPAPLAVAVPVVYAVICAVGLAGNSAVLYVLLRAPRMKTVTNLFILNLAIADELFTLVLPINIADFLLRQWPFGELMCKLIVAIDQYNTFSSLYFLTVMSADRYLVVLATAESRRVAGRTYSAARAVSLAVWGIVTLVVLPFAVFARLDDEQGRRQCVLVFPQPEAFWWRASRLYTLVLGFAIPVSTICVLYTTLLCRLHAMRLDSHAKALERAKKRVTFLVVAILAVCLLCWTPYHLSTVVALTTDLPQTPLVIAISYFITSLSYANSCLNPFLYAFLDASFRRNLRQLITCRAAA
MEKK2 mut-MEK5 – MEK5 binding signal on mutant MEKK2 PB1, primary screen, biochemical, multiplex bead flow cytometry, Alexa488-MEK5. Alexa488-MEK5 binding to MEKK2 mutant. AID 1530, 2009. hit rate 0.35% among 290,000. percent response, % at 10 µM; in the data active means percent response above about 24%, passing the limit was not always enough; further: inactives centre near 1; some results filed as inactive read as strong as hits; reference of the scale not given here
NALP1 yeast inh – NALP1 inflammasome inhibitors in reconstituted yeast, colorimetric, S. cerevisiae, triplicate retest | S. cerevisiae NALP1/ASC/caspase-1 growth, X-gal OD620, 72 h | inhibition, % at 10 µM | hit rate 0.61% among 280,000 | AID 2071, 2009; in the data active means inhibition mostly above about 24%, no sharp cut-off; inactive means mostly below about 32%; further: some compounds called inactive have numbers as strong as hits
Active calls of the source: *; · = not tested or not shown.

compound | PHOSPHO1 block | MEKK3 PB1 HTS | OXTR agonist | V1aR counter | MEKK2 WT-MEK5 | GalR3 antagonist | GPR7 antag | MEKK2 mut-MEK5 | NALP1 yeast inh
CCOc1cccc(-c2c(C(=O)N/N=C(\C)c3ccccn3)nnn2-c2nonc2N)c1 | 59 | 104 | 0.8 | 0.6 | 108 | 0 | -8 | 1 | -1
Cc1cc(C(=O)Nc2c(C)n(C)n(-c3ccccc3)c2=O)on1 | -7 | 98 | -0.4 | -0.7 | 96 | 3 | -5 | -5 | -5
CCn1ncc([N+](=O)[O-])c1C(=O)NC1CCCCC1 | 37 | 101 | 0.7 | 0.9 | 88 | -3 | -4 | -7 | 1
CC1CCN(S(=O)(=O)N2CCC(C(=O)N3CCC(N(C)CC4CCCO4)CC3)CC2)CC1 (configuration not stated) | -9 | 114 | -1.0 | -0.1 | 113 | · | -14 | 6 | 0
Nc1c(C(=O)NCC2CCCO2)sc(=S)n1-c1ccccc1 (configuration not stated) | 41 | 104 | 0.9 | 0.7 | 105 | -3 | -2 | 5 | 2
Cc1ccc(N2CC(C(=O)N3CCCc4ccccc43)CC2=O)cc1 (configuration not stated) | 9 | 104 | 0.5 | 0.5 | 103 | 6 | -1 | 5 | 9
FC(F)(F)COc1ccc(-n2ccnc2)nn1 | 44 | 102 | 0.2 | 1.5 | 102 | 1 | -14 | -5 | 2
O=C(NC1CCS(=O)(=O)C1)c1ccc(N2CCCCC2)c([N+](=O)[O-])c1 (configuration not stated) | 37 | 102 | 0.4 | 0.3 | 112 | -5 | -5 | 7 | 2
O=C(Nc1ccc(-c2nc3ccccc3o2)cc1)c1ccc2c(c1)OCO2 | -16 | 89 | -0.1 | 0.1 | 87 | -7 | -8 | -1 | ·
O=C(CSc1ncn[nH]1)NCCc1ccccc1 | 10 | 101 | 0.5 | -0.1 | 102 | -4 | -6 | 4 | -11
CCCc1cc(=O)n2[nH]c(NCc3ccccc3Cl)nc2n1 | 5 | 99 | 0.1 | 0.2 | 101 | -3 | -22 | 2 | -4
CCc1ccc(NC(=O)Cn2nnc(C(=O)NCCc3ccc(OC)c(OC)c3)c2N)cc1 | 44 | 103 | -1.8 | 0.0 | 108 | 1 | 1 | -1 | 32
CCN(CC)CCn1c2ccccc2c2nc3ccc([N+](=O)[O-])cc3cc21 | 28 | 97 | -0.4 | 0.8 | 104 | -2 | -5 | -1 | 15
O=c1cc(O)c(-c2ccc(Cl)cc2)c(Cl)[nH]1 | 33 | 86 | 0.5 | 0.8 | 86 | -6 | 7 | -17 | ·
N#C/C(=C/c1cn[nH]c1-c1cccc(Br)c1)C(=O)O | 27 | 97 | -0.5 | -1.4 | 98 | 1 | -12 | 0 | 10
CCN(CC)S(=O)(=O)c1cccc(C(=O)NC(Cc2c[nH]c3ccccc23)c2nnc3n2CCCCC3)c1 (configuration not stated) | 18 | 106 | 0.0 | 3.4 | 110 | -2 | 3 | 6 | 9
CC(=O)NC12CC3CC(C1)CC(C(=O)Nc1nc4ccc(F)cc4s1)(C3)C2 | 18 | 105 | 2.2 | 5.6 | 107 | -1 | -4 | 13 | 10
O=C(COC(=O)C1CCN(S(=O)(=O)c2cccs2)CC1)Nc1ccc(F)cc1F | 28 | 93 | 12 | 4.8 | 93 | -4 | -11 | -14 | 0
CCn1c(CNc2ccc(C(=O)O)cc2)nc2ccccc21 | -6 | 101 | -0.5 | 0.9 | 102 | -1 | 4 | 5 | ·
Cc1cccc2cc(C#N)c(NCc3ccccc3)nc12 | 8 | 112 | -1.6 | 0.7 | 102 | 4 | -14 | -1 | 1
Clc1ccccc1/C=C/c1nc(-c2ccccn2)no1 | 16 | 95 | -2.0 | 0.2 | 95 | -3 | -12 | -17 | 18
COc1cc(NC(=O)COC(=O)C=C(C)C)c(C)cc1[N+](=O)[O-] | -6 | 109 | -0.9 | -0.1 | 111 | -2 | -8 | 5 | 16
COc1ccc(NC(=O)c2cn3c(nc4ccccc43)c(C#N)c2C)cc1 | 40 | 98 | -0.5 | 0.7 | 91 | -8 | -10 | 3 | ·
CCc1[nH]nc2c1C(c1ccc(Br)s1)C(C#N)=C(N)O2 (configuration not stated) | -7 | 104 | 0.6 | 0.1 | 101 | 10 | 0 | 0 | 7
CC(=O)O[C@H]1CC[C@]2(C)[C@H]3CC=C4[C@@H]5[C@@H](C)[C@H](C)CC[C@]5(C(=O)O)CC[C@@]4(C)[C@]3(C)CC[C@H]2C1(C)C | 18 | 96 | 0.2 | -0.5 | 88 | · | · | -14 | 8
O=C(COC(=O)c1ccc(=O)n(Cc2ccccc2)n1)Nc1ccc2c(c1)OCCO2 | -34 | 96 | -2.9 | -1.8 | 96 | -4 | -8 | 3 | 12
O=C(NCc1cccc(OC(F)(F)F)c1)C1CCC(=O)N(Cc2cccc(F)c2)C1 (configuration not stated) | 9 | 99 | 0.3 | 4.0 | 96 | -8 | -1 | -1 | 10
O=C(NCCNC(=O)c1ccccc1O)c1ccccc1O | 44 | 101 | 3.3 | 3.3 | 99 | 3 | -6 | -2 | 15
Cc1ccc(N2C(=O)CC(Cc3cccc(C)c3)C2=O)cc1 (configuration not stated) | 45 | 101 | -1.7 | -0.6 | 97 | -3 | -1 | -5 | -4
Cc1cc(C)n2nc(CNS(=O)(=O)c3cccc([N+](=O)[O-])c3)nc2n1 | 24 | 101 | 0.3 | -0.4 | 97 | -8 | 3 | 1 | 14
C=CCn1c(=N)n(CC(=O)c2ccc(OC)cc2)c2ccccc21 | 18 | 102 | 0.1 | 0.7 | 105 | -2 | 15 | 2 | ·
Cc1csc(NC(=O)c2c(-c3ccccc3)noc2C)n1 | 40 | 101 | -0.1 | -0.3 | 101 | -9 | 4 | -1 | 13
CC(=O)N1c2ccccc2NC2=C(C(=O)CC(C)(C)C2)C1c1cccn1C (configuration not stated) | 2 | 98 | -0.2 | 0.9 | 97 | -5 | -3 | 6 | -1
COCc1cc(C)nc(N/N=C/c2ccc(-c3cc(C(=O)O)ccc3Cl)o2)c1C#N | 34 | 98 | 0.2 | 0.4 | 95 | -5 | -2 | -6 | 8
Cc1ccsc1C1NC(=O)c2ccccc2N1 (configuration not stated) | 2 | 94 | -0.9 | 0.2 | 102 | -5 | -5 | 5 | 20
Cc1cc(CNC(=O)Nc2ccc3c(c2)OCO3)nn1C | -7 | 96 | 0.3 | 0.8 | 99 | -2 | -12 | -1 | 14
COc1cc(CN2CCCN(C)CC2)c([N+](=O)[O-])cc1OC | 36 | 106 | 0.9 | -0.4 | 109 | -7 | -8 | 7 | 15
Cc1ccc(C(=O)CC2(O)C(=O)N(C)c3ccccc32)s1 (configuration not stated) | 39 | 94 | -0.4 | -0.2 | 101 | 0 | -7 | 0 | 14
COc1ccc(N2CCN(C3=CC(=O)N(c4cccc(Cl)c4)C3=O)CC2)cc1 | 28 | 108 | 0.1 | 0.9 | 99 | 8 | -9 | 0 | 24*
C[C@H]1CCC(=O)N([C@H](CSc2ccccc2)Cc2ccccc2)CC1 | -148 | 104 | -0.9 | -1.4 | 161* | -5 | 13 | 12 | 1
N#Cc1c(N)oc(-c2ccc3c(c2)OCO3)c1-c1ccc2c(c1)OCO2 | 14 | 104 | 0.2 | 0.9 | 95 | -4 | 4 | -2 | -8
CN(CC(=O)Nc1ccc(F)cc1)C(=O)COc1ncnc2ccccc12 | 24 | 100 | 0.2 | 0.0 | 101 | 6 | -6 | 0 | 22
COC(=O)C1CCN(CC(=O)Nc2ccc(OC)c(Cl)c2)CC1 | 11 | 117 | 0.7 | 1.3 | 107 | -5 | -5 | 0 | 7
O=C(Nc1ccc(N2CCN(C(=O)c3ccc(Cl)cc3)CC2)cc1)c1ccc2c(c1)OCCO2 | 0 | 106 | 12 | 11 | 104 | -5 | -9 | 5 | 15
Cc1ccc2cc(C)c3nnc(SCC(=O)Nc4nc5c(s4)CCCC5)n3c2c1 | 16 | 104 | · | · | 102 | · | 0 | 1 | 7
Oc1ccccc1C1=NCCNC(C(F)(F)F)=C1 | 37 | 72 | 0.9 | 1.2 | 73 | -5 | -19 | -25 | 7
O=C(NCCCN1CCOCC1)C1Cc2c(ccc3ccccc23)O1 (configuration not stated) | 45 | 115 | -0.2 | 1.1 | 105 | 1 | -3 | 0 | -3
Cc1onc(-c2ccccc2)c1C(=O)N1CCN(S(=O)(=O)c2ccc(Cl)cc2)CC1 | 37 | 102 | -1.0 | 0.9 | 103 | 6 | 1 | 5 | 12
CN(C)c1ccnc(Nc2ccccc2)c1C#N | 28 | 90 | 0.1 | 0.7 | 89 | -1 | -15 | -6 | -4
O=C(NCC1CCCO1)/C(=C\c1ccco1)NC(=O)c1ccccc1 (configuration not stated) | 35 | 102 | 1.2 | 0.8 | 105 | 0 | 5 | 10 | -8
CC1(C)CC(=O)c2cnc(NC(=O)C3CCCC3)nc2C1 | -14 | 90 | 0.1 | 0.4 | 106 | -5 | -1 | 0 | -9
CCOc1ccc(NC(=O)c2cc3cc4ccc(C)cc4nc3o2)cc1 | -7 | 103 | -0.6 | -0.3 | 94 | · | -12 | 4 | 1
COc1ccc(C(=O)/C=C/c2ccsc2)cc1CSCC(=O)O | 33 | 103 | 0.9 | 0.5 | 105 | 2 | 5 | 4 | 7
Cc1cccc(NC(=O)CSc2ccc(-c3cccnc3)nn2)c1 | 51 | 102 | 0.3 | 2.5 | 107 | -5 | 2 | 7 | -2
CCOC(=O)c1ccccc1NC(=O)CSc1nccn1C | 6 | 94 | -2.7 | -0.7 | 96 | 0 | -9 | -5 | -45
COc1cccc(C(=O)CN(C(=O)c2ccc(Cl)cc2Cl)N2C(=O)c3ccccc3C2=O)c1 | -22 | 108 | -0.6 | -0.3 | 106 | 0 | -8 | -2 | 13
O=C(CN(c1ccc(Cl)c(Cl)c1)S(=O)(=O)c1ccccc1)N1CCc2ccccc2C1 | -14 | 102 | 1.4 | 4.4 | 93 | 1 | -9 | 1 | 0
O=S(=O)(NCCc1ccccc1)c1ccc(Br)s1 | 29 | 100 | -0.7 | -0.4 | 106 | 1 | -2 | 7 | 12

Compound profiles (already shown). Values in the order: PHOSPHO1 block, MEKK3 PB1 HTS, OXTR agonist, V1aR counter, MEKK2 WT-MEK5, GalR3 antagonist, GPR7 antag, MEKK2 mut-MEK5, NALP1 yeast inh
Shown for CCOC(=O)c1ccccc1NC(=O)CSc1nccn1C → 6, 94, -2.7, -0.7, 96, 0, -9, -5, -45
Shown for CN(C)c1ccnc(Nc2ccccc2)c1C#N → 28, 90, 0.1, 0.7, 89, -1, -15, -6, -4

From PubChem BioAssay
